CendR NRP1 mod – modulators of CendR peptide binding to NRP-1, primary screen, biochemical, fluorescence polarization, uHTS; Neuropilin-1 (Homo sapiens), O14786; FAM-RPARPAR peptide binding to NRP-1; inhibition, % at 25 µM; 360,000 tested, 0.85% active; AID 602438, 2012;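 active = inhibition or corrected inhibition above about 18%, plus a signal ratio from 0.5 to 1.5, limit read from the data, passing the limit was not always enough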; note: strong numbers were not always called active
bovine MsrA act – bovine MsrA enzyme activators, primary screen, biochemical, absorbance, HTS; purified bovine MsrA, absorbance read-out; AID 602163, 2012; 360,000 tested, 0.3% active; Methionine sulfoxide reductase A (Bos taurus); activation, % at 10.6 µM; in the data active = activation above about 7.5%;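 note: 0% = vehicle and 100% = reference activator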
MsrA inhibitor – bovine MsrA enzyme inhibitors, primary screen, biochemical, absorbance, HTS. purified bovine MsrA, absorbance read-out. inhibition, % at 15.5 µM. 360,000 tested, 0.75% active. Methionine sulfoxide reductase A (Bos taurus); in the data active = inhibition above about 4.5%;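 note: 0% = vehicle wells with enzyme and 100% = reference inhibitor wells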
Rin1-Abl PPI inh – inhibitors of Rin1-Abl protein binding, primary screen, biochemical, TR-FRET; Tyrosine-protein kinase ABL1 (Homo sapiens) + Ras and Rab interactor 1 (Homo sapiens), …; 360,000 tested, 0.4% active; inhibition, % at 7.35 µM; in the data active = inhibition above about 5%, passing the limit was not always enough
Target sequence (P00519 whole entry, looked up): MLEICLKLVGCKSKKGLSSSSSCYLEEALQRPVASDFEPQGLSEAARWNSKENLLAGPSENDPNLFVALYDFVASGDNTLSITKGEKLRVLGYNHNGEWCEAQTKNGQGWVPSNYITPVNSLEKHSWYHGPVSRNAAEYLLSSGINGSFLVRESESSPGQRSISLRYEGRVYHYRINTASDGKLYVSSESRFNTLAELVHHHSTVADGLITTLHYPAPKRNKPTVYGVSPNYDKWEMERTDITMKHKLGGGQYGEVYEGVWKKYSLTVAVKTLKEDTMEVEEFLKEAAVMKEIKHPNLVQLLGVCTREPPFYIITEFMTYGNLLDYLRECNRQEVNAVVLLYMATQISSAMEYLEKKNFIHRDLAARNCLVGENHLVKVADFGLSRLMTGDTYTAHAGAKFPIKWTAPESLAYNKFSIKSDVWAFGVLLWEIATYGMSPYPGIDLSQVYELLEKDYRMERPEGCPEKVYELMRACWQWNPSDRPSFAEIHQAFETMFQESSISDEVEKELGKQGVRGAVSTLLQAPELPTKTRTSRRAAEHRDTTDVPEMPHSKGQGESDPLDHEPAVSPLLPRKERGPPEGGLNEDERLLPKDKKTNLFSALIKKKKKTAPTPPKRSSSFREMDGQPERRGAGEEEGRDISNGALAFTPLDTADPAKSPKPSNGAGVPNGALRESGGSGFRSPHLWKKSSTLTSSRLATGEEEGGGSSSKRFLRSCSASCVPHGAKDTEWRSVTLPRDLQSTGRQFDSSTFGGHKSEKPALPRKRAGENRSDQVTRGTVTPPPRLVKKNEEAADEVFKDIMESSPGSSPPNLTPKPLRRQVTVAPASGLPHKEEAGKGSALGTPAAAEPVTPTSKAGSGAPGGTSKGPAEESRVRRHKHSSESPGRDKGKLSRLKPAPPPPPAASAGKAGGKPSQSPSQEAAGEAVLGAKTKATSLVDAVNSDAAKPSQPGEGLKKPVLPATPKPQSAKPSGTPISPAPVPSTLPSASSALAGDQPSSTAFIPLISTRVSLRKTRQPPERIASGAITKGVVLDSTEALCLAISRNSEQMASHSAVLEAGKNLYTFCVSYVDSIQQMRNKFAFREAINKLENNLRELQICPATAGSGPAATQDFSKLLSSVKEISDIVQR
Target sequence (Q13671 whole entry, looked up): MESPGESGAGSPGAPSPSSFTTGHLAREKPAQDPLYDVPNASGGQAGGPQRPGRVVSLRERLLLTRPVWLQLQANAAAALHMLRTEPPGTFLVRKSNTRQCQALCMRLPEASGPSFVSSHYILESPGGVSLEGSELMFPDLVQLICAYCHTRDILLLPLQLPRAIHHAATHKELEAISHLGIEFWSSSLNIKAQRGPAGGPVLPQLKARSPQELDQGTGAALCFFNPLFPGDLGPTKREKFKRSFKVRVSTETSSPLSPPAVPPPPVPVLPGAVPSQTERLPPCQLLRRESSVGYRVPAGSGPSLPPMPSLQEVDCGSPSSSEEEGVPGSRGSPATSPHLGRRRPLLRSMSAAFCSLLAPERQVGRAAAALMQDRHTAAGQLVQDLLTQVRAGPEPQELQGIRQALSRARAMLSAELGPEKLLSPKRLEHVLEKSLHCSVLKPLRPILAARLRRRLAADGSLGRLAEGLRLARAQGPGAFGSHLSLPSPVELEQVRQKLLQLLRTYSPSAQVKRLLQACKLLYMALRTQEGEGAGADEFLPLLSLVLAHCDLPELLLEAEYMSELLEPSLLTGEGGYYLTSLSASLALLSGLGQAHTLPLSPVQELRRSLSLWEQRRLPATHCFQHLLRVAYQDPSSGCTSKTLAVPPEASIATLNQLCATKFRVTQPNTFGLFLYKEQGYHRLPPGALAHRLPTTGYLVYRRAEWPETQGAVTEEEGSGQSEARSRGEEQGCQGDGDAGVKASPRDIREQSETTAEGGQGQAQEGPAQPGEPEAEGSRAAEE
Neddylation inh – inhibitors of cullin neddylation, primary screen, biochemical, TR-FRET, uHTS, NAE and Ubc12. NEDD8-conjugating enzyme Ubc12 (Homo sapiens) + NEDD8-activating enzyme E1 regulatory …. calls only at 25 µM. 360,000 tested, 0.58% active. AID 651699, 2012; in the data active = inhibition above about 36%
E coli Lon inh – inhibitors of E. coli Lon protease, primary screen, biochemical, fluorescence polarization; P0A9M0; purified E. coli Lon protease; inhibition, % at 7.94 µM; 360,000 tested, 0.42% active; AID 602123, 2011; in the data active = inhibition above about 13%, passing the limit was not always enough;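 note: 0% = enzyme with probe and DMSO and 100% = no enzyme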
FAS-TE inh – FAS thioesterase domain inhibitors, primary screen, biochemical, fluorescence intensity, uHTS | recombinant FAS-TE, OMFH fluorogenic substrate, fluorescence endpoint | inhibition, % at 15 µM | 360,000 tested, 0.67% active | AID 602261, 2012;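 active = compounds whose normalised, plate-corrected inhibition of enzyme fluorescence in the single-dose primary screen is 50% or more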;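 note: 0% = DMSO with enzyme and 100% = substrate without enzyme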
MT1-MMP act inh – blockers of MT1-MMP proenzyme processing, primary screen, HT1080 RFP-PRO-GFP cells, GFP/RFP fluorescence; GFP/RFP ratio fluorescence, overnight; percent of plate control window, DMSO zero; AID 651647, 2012; 360,000 tested, 0.061% active; GFP/RFP ratio change, % at 20 µM;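 active = GFP/RFP ratio change of at least 30% with cell ATP level not reduced by more than half and red fluorescence within 50% of control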; note: strong numbers were not always called active
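Compound: 20 µM single dose, 1% DMSO / System: HT1080 RFP-PRO-GFP cells / Controls: DMSO and RFP-L50D-GFP cell wells / Read-out basis: GFP/RFP fluorescence ratio / Schedule: overnight compound exposure at 37 °C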
SKN-1 block – suppressors of acrylamide-induced Pgst-4::GFP reporter in worms, primary screen, SKN-1 inhibitor project, whole organism, uHTS, GFP/RFP fluorescence ratio, strain VP596; C. elegans VP596 Pgst-4::GFP/RFP ratio, 24 h; inhibition, % at 21.8 µM; 360,000 tested, 0.49% active; AID 624304, 2012;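 active = interference check ratio from 0.5 to 1.5 plus GFP to RFP signal ratio inhibition reaching or exceeding a fixed threshold, cut at about 30% in these data, passing the limit was not always enough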; note: some compounds called inactive have numbers as strong as hits
* = called active by the depositor; i = inactive; . = not tested or not shown. An unsorted share of the library (roughly 4.2% active in at least one column).

SMILES | CendR NRP1 mod | bovine MsrA act | MsrA inhibitor | Rin1-Abl PPI inh | Neddylation inh | E coli Lon inh | FAS-TE inh | MT1-MMP act inh | SKN-1 block
CCC1(c2ccc(F)cc2)NC(=O)N(CC(=O)N2CCN(C(=O)c3cccs3)CC2)C1=O (centres undefined) | -13.5 | -5.4 | 0.8 | -0.3 | i | 9.8 | -6.3 | 1.1 | 5.0
Cc1cccc(-n2c(Cc3ccccc3)nnc2SCC(=O)N2CCOCC2)c1 | -0.3 | -9.8 | 1.4 | 0.7 | i | -15.4 | -12.5 | -2.3 | -23.7
O=C(Nc1ccc2c(c1)OCO2)c1cc2nc(C3CC3)cc(C(F)(F)F)n2n1 | -15.8 | 0.8 | . | -2.1 | i | -1.3 | -3.4 | 13.3 | 9.3
CC(=O)Nc1cccc(C(=O)Nc2ccccc2N2CCOCC2)c1 | -3.0 | -2.9 | -0.7 | -2.6 | i | -5.8 | -5.7 | 0.6 | 14.9
Cc1noc(C)c1COc1ccccc1C(=O)Nc1cccc(S(=O)(=O)N(C)C)c1 | -1.5 | -0.6 | -0.4 | -1.1 | i | 1.3 | 7.8 | 2.2 | 3.3
O=C(COC(=O)c1ccc(F)cc1F)NC(=O)Nc1ccc2c(c1)OCCO2 | 6.0 | -1.4 | 0.8 | 2.2 | i | -16.4 | 5.1 | -1.2 | -2.8
CCC(C(=O)Nc1cccc(S(=O)(=O)N(C)c2ccccc2)c1)c1ccccc1 (centres undefined) | 9.8 | 1.0 | -0.6 | 3.0 | i | 0.8 | 31.7 | -1.5 | 40.3*
Nc1ccccc1-c1nnc(SCc2ccccc2F)[nH]c1=O | -15.2 | -2.6 | 1.4 | 3.5 | i | -14.2 | -3.9 | 3.1 | 4.8
CSc1ccc(CN(C)C(=O)c2cc(S(=O)(=O)NCc3ccccc3)ccc2C)cc1 | -3.1 | -3.1 | -0.1 | 2.6 | i | -9.2 | 22.1 | 10.4 | -15.6
CCC(C)n1c(=O)c(C(=O)Nc2ccccc2S(N)(=O)=O)c(O)c2ccccc21 (centres undefined) | 5.6 | -0.6 | -0.1 | -2.6 | i | -6.2 | 14.3 | -1.5 | 12.2
CC(C)NC(=O)Nc1cccc2c1O[C@H](CN(C)S(C)(=O)=O)[C@@H](C)CN([C@H](C)CO)C2=O | 17.9 | -1.6 | -1.0 | 0.6 | i | 2.4 | -8.0 | 7.1 | -1.1
CCCCNC(=S)N(C)/N=C/c1ccccc1F | -3.9 | -3.7 | 1.2 | 0.1 | i | -3.1 | 32.4 | -0.9 | 14.9
CC(=O)Nc1ccc(S(=O)(=O)N2CCC3(CC2)OCCO3)cc1 | -0.1 | -1.3 | -0.5 | 0.9 | i | -2.5 | -6.7 | -0.9 | 0.8
O=C(Nc1ccccc1C(=O)Nc1nncs1)c1ccccc1 | 2.6 | -6.6 | 1.6 | -1.6 | i | 0.2 | -5.0 | 9.0 | -2.7
COc1ccc(CN(C(=O)c2snc(C(N)=O)c2N)C(CC(C)C)C(=O)NC2CCCCC2)cc1 (centres undefined) | 4.9 | -5.1 | 0.6 | 1.9 | i | -6.0 | 15.0 | -9.6 | 5.4
COc1ccc(OC)c(N(/C(N)=N/c2nc(C)cc(C)n2)S(=O)(=O)c2ccc(NC(C)=O)cc2)c1 | -22.1 | -6.3 | 0.5 | -0.4 | i | 5.7 | -9.4 | 2.8 | 2.6
O=C(Nc1ccccc1)c1ccc2c(c1)OCO2 | 1.0 | -3.2 | 1.0 | -3.5 | i | 3.5 | -5.1 | 6.8 | 6.0
Cc1occc(=O)c1OCc1ccc(F)cc1 | -10.6 | -3.2 | 0.1 | 3.7 | i | -4.5 | -4.3 | -1.0 | 1.5
COc1cccc(/C=C2\C=C(c3ccc(C)cc3)OC2=O)c1OC(C)=O | -1.2 | -8.7 | 0.0 | 2.8 | i | 3.8 | 3.1 | -2.9 | -13.2
CCOc1ccc(S(=O)(=O)NCc2cccnc2)c2ccccc12 | -7.4 | -3.2 | 0.6 | 2.1 | i | -5.5 | -4.8 | 3.7 | 5.5
COc1ccc(CNC(=O)C(=O)NCCC2CCCCN2S(=O)(=O)c2cccs2)cc1 (centres undefined) | -4.1 | -1.3 | -0.8 | 0.6 | i | 4.3 | 8.8 | -4.5 | 16.1
Cc1ccc(CNC(=O)[C@H](C)NC(=O)C2CCN(C(=O)[C@@H]3CCCN3C(=O)OC(C)(C)C)CC2)cc1 | -10.4 | -0.1 | -0.5 | 5.0 | i | -5.5 | -1.9 | 0.3 | 10.6
Cc1c(Cl)cccc1NC(=O)CCNC(=O)N1CC(=O)Nc2ccccc21 | -4.1 | -2.0 | -0.3 | -0.9 | i | -12.4 | -3.4 | 1.8 | -4.7
CC(OC(=O)Cn1cnc2c1c(=O)n(C)c(=O)n2C)C(=O)Nc1ccc(Cl)cc1 (centres undefined) | -3.6 | -8.3 | -0.3 | -3.4 | i | 26.5* | -4.6 | 6.5 | 16.6
Cc1noc(C)c1S(=O)(=O)N1CCC(C(=O)NCCC2=CCCCC2)CC1 | -0.5 | -8.6 | -0.5 | 2.1 | i | -0.4 | -2.5 | 6.0 | -14.1

Compound profiles, from the list above. Screens in order: CendR NRP1 mod | bovine MsrA act | MsrA inhibitor | Rin1-Abl PPI inh | Neddylation inh | E coli Lon inh | FAS-TE inh | MT1-MMP act inh | SKN-1 block
O=C(Nc1ccccc1C(=O)Nc1nncs1)c1ccccc1 in the list: 2.6 | -6.6 | 1.6 | -1.6 | i | 0.2 | -5.0 | 9.0 | -2.7
CCOc1ccc(S(=O)(=O)NCc2cccnc2)c2ccccc12 in the list: -7.4 | -3.2 | 0.6 | 2.1 | i | -5.5 | -4.8 | 3.7 | 5.5
Cc1ccc(CNC(=O)[C@H](C)NC(=O)C2CCN(C(=O)[C@@H]3CCCN3C(=O)OC(C)(C)C)CC2)cc1 in the list: -10.4 | -0.1 | -0.5 | 5.0 | i | -5.5 | -1.9 | 0.3 | 10.6
COc1ccc(CNC(=O)C(=O)NCCC2CCCCN2S(=O)(=O)c2cccs2)cc1 (centres undefined) in the list: -4.1 | -1.3 | -0.8 | 0.6 | i | 4.3 | 8.8 | -4.5 | 16.1

The listing continues:
SMILES | CendR NRP1 mod | bovine MsrA act | MsrA inhibitor | Rin1-Abl PPI inh | Neddylation inh | E coli Lon inh | FAS-TE inh | MT1-MMP act inh | SKN-1 block
CN(N)c1ccc2c(C(F)(F)F)cc(C(F)(F)F)nc2n1 | -2.4 | -3.7 | -0.2 | 0.3 | i | -5.8 | -2.2 | -0.1 | 3.8
O=C(OCC(=O)N1CCc2ccccc21)c1cccc(S(=O)(=O)N2CCCc3ccccc32)c1 | -0.4 | -12.1 | 0.2 | 0.1 | i | -13.2 | 20.4 | . | -4.5
Nc1nnc(SCC(=O)NCc2ccc3c(c2)OCO3)s1 | -1.1 | -5.6 | 0.2 | 2.7 | i | -6.2 | -1.4 | 4.2 | -22.1
N[C@@H](Cc1ccccc1)C(=O)N1CCC(C(=O)N[C@@H](CCC(=O)O)C(=O)O)CC1 | -0.1 | -9.8 | -1.1 | 0.7 | i | 1.9 | -5.2 | -1.3 | -19.8
Cc1ccc(S(=O)(=O)c2c(COC(=O)c3ccccc3Cl)c(-c3ccccc3)nn2C)cc1 | 0.9 | -10.1 | 0.3 | 5.8 | i | 3.5 | 25.0 | -10.6 | 2.0
Cc1ccccc1NC(=O)C1C2CCC(O2)C1C(=O)O (centres undefined) | -0.9 | -2.4 | -1.0 | 0.5 | i | -3.2 | -7.6 | 2.8 | 1.8
O=C(COC(=O)CNC(=O)c1cccc(F)c1)NCCC1=CCCCC1 | -0.2 | -1.0 | 0.8 | -0.5 | i | -7.9 | -6.7 | -1.4 | -3.7
Cc1cn(C2CC3OCC3O2)c(=O)[nH]c1=O (centres undefined) | 7.6 | 2.6 | -1.9 | -3.2 | i | 1.0 | -7.0 | -2.3 | 16.7
CCn1cc(CNC(=O)C2CCC(=O)N(CCc3cccc(F)c3)C2)cn1 (centres undefined) | 16.2 | -4.2 | 0.3 | 1.3 | i | 0.5 | -6.1 | 2.6 | -1.3
CCSC1OC(C(COC(C)=O)OC(C)=O)C(OC(C)=O)C1NC(C)=S (centres undefined) | 1.7 | -3.2 | 0.0 | 2.4 | i | -18.8 | -8.8 | -0.1 | 3.8
Cc1ccc(C(=O)Oc2ccccc2N2C(=O)C3CCCCC3C2=O)cc1 (centres undefined) | -21.5 | -5.9 | -0.3 | -1.6 | i | -5.7 | -1.9 | -15.6 | -9.2
O=C(CCN1CCN(Cc2ccccc2)CC1)NNC(=O)Cc1ccc(Cl)c(Cl)c1 | 0.1 | -0.3 | 0.8 | -2.0 | i | 9.0 | 3.5 | 2.8 | -1.6
COc1ccc(NC(=O)CCCN(C)S(=O)(=O)c2ccc(C)cc2)cc1 | -10.8 | -0.5 | -0.9 | -0.3 | i | 3.5 | -1.6 | -12.2 | 7.5
COc1cccc(NC(=O)Nc2cccc(C(=O)O)c2)c1 | -2.3 | -4.1 | -0.3 | 5.5 | i | -5.5 | -1.6 | 1.3 | -5.5
C/C(CC(=O)Nc1ccccc1[N+](=O)[O-])=N\NC(=O)COc1ccccc1C | -1.9 | -4.1 | 1.2 | 0.5 | i | 1.4 | -6.3 | 0.2 | -11.6
CCOC(=O)N1CCC(N2C(=O)c3ccccc3C2Nc2cc(C(=O)OC)cc(C(=O)OC)c2)CC1 (centres undefined) | -2.3 | -1.6 | -0.6 | -3.1 | i | 2.2 | 1.8 | 2.4 | 0.6
COCCN1C(=O)c2cc(C(=O)Nc3ccc(OC)c(OC)c3)ccc2C1Nc1ccc(OC)c(OC)c1 (centres undefined) | -0.6 | 12.1* | 1.8 | 2.6 | i | -0.7 | -0.4 | 1.2 | -4.2
COc1ccc(F)c(CN2CCC(N3CCC(C(=O)N4CCOCC4)CC3)CC2)c1 | -11.7 | -0.4 | -0.8 | -4.2 | i | -0.9 | -6.4 | 4.3 | 11.8
Cc1ccc(S(=O)(=O)N2CCN(CC(=O)N/N=C\C(Cl)=C\c3ccccc3)CC2)cc1 | 6.2 | -4.2 | 1.2 | 0.0 | i | -10.4 | 6.9 | 1.9 | 8.4
Cc1cc(/C=N/NC(=O)c2cccs2)c(C)n1-c1cnccn1 | 11.3 | -2.7 | 4.1 | -3.0 | i | 1.9 | -9.4 | 2.4 | 8.1
O=C(O)CC12CC3CC(C1)CC(n1ncc(NCC4CCCO4)c(Cl)c1=O)(C3)C2 (centres undefined) | 25.0* | 1.0 | 1.4 | 0.1 | i | 6.7 | -9.8 | 3.0 | -3.4
O=C(/C=C/c1ccc(OC(F)F)cc1)Nc1cccc(S(=O)(=O)NC2=NCCCCC2)c1 | 9.2 | -3.6 | 0.0 | -1.4 | i | -2.0 | 14.2 | -0.6 | 1.4
Cc1cc(N2CCN(c3ccccn3)CC2)n2cc(-c3ccccc3)nc2n1 | 0.0 | 0.0 | 2.4 | 0.0 | . | -4.1 | 1.0 | 8.7 | -6.3
CCCCCn1c(SCCN2CCOCC2)nc2c1c(=O)[nH]c(=O)n2C | 2.5 | -5.2 | 0.1 | 0.2 | i | 1.5 | -9.3 | -3.2 | -14.6
Cn1cc(C(=O)C(=O)N2CCCc3ccccc32)c2ccccc21 | -8.8 | -1.3 | 2.1 | -5.4 | i | 8.8 | 6.6 | 2.7 | -7.4

Bioassay records as filed in PubChem BioAssay.
